XBP1 UPR activ = activators of adaptive arm of unfolded protein response (XBP1); CHO-XBP1 luciferase reporter, IRE1-XBP1 UPR activation, luminescence; percent of tunicamycin response, DMSO as zero; activation, % at 20 µM; 330,000 compounds, 0.33% hits;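 active means versus positive control, 20 µM dose yields 30% or more activation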;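 further: 100% = tunicamycin at 10 µg/mL and 0% = DMSO only wells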
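Material: IRE1-XBP1 luciferase reporter CHO line / Quantity: one thousand reporter cells per well / Buffer or medium: F12 with 10% serum / Compound: 20 µM single concentration, DMSO 1% / Times: 6 h treatment, 37 °C / Detection: Steady-Glo luciferase glow luminescence, 10 min after reagent addition / Benchmarks: tunicamycin high, DMSO low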
UPR CHOP act = activators of apoptotic arm of unfolded protein response (CHOP) | CHO-CHOP luciferase reporter, UPR activation, luminescence; percent of tunicamycin response over DMSO baseline | activation, % at 10 µM | AID 449763 | 330,000 compounds, 0.34% hits;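 active means at 10 µM dose, activation of 40% or more, normalized to positive control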;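 further: 100% = tunicamycin at 10 µg/mL and 0% = DMSO alone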
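System: CHO-CHOP luciferase reporter cell line; amount: 500 cells/well; buffer or medium: F12 medium containing 10% fetal bovine serum; incubation: 6 h compound exposure at 37 °C after overnight seeding; measured by: luciferase luminescence after 10 min with Steady-Glo reagent; evaluation: % reporter activation, DMSO baseline versus tunicamycin full activation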
tim23-1 inh = growth inhibitors of tim23-1 mutant yeast. S. cerevisiae tim23-1 growth, BacTiter-Glo luminescence, 24 h. AID 463212. 330,000 compounds, 1.3% hits. inhibition, % at 20 µM;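 active means growth inhibition of the mutant yeast at or above 50%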;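 further: temperature-sensitive mutant grown at 25 °C; plate controls were DMSO-treated mutant yeast for no effect and medium wells lacking yeast for full effect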
TIM10 inh = TIM10 yeast growth inhibition | S. cerevisiae TIM10 strain growth, BacTiter-Glo luminescence, 24 h | 330,000 compounds, 1.4% hits | inhibition, % at 10 µM;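 active means inhibition of 40% or more at the single tested concentration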;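 further: wild-type TIM10 isogenic control strain grown at permissive 25 °C; 0% = DMSO yeast wells and 100% = minimal medium wells without yeast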
tim10-1 inh = inhibits growth of tim10-1 mutant yeast | S. cerevisiae tim10-1 ts strain growth, BacTiter-Glo, 24 h | inhibition, % at 20 µM | 330,000 compounds, 2.2% hits | AID 463190;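 active means inhibition of at least 40%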;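 further: mutant grown at 25 °C; 0% = DMSO wells with yeast and 100% = wells holding no yeast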
697 NFkB inh = lowers PMA/ionomycin-induced NF-kB signal in 697 B cells. 697 B-cell NF-kB luciferase reporter, 16 h. inhibition, % at 4 µM. 330,000 compounds, 0.33% hits. AID 435022; in the data active means inhibition above about 35%
Mdm2-MdmX inh = disrupts the human Mdm2-MdmX interaction; inhibition, % at 8 µM; 330,000 compounds, 3% hits; SaOS-2 split-luciferase Mdm2/MdmX complementation, luminescence; O15151+Q00987;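 active means inhibition of at least 50% at 8 µM in the primary screen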
Target sequence (O15151 whole entry, looked up): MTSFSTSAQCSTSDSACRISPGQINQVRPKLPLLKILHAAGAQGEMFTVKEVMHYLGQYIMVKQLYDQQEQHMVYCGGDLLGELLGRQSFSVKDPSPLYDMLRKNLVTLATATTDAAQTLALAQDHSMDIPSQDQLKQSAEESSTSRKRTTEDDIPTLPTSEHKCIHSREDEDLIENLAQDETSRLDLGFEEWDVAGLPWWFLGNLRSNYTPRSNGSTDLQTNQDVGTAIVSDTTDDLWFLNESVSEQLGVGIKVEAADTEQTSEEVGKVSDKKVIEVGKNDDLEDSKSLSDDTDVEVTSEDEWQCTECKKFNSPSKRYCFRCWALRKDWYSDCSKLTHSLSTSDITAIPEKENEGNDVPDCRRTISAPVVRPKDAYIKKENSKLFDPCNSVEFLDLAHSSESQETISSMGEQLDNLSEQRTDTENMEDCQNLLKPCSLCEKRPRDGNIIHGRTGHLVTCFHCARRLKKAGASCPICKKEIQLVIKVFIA
Target sequence (Q00987 whole entry, looked up): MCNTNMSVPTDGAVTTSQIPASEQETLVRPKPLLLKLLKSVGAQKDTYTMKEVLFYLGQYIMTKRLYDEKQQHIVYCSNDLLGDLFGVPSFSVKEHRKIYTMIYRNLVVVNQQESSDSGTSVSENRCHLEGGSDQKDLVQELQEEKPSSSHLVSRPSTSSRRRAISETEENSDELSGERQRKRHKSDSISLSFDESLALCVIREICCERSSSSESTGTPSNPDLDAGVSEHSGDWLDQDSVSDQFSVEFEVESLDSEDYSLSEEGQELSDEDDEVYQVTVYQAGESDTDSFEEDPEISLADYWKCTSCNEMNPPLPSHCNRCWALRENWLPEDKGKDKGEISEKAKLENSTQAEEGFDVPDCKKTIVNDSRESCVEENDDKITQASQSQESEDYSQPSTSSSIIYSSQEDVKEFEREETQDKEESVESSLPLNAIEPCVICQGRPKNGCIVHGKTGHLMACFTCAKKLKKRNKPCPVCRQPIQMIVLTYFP
Jurkat NFkB inh = inhibitors of the PMA/ionomycin-induced NF-kB reporter in Jurkat cells; AID 435003; PMA/ionomycin-induced NF-kB luciferase reporter, luminescence; inhibition, % at 4 µM; 330,000 compounds, 0.53% hits; in the data active means inhibition above about 50%
An asterisk follows results filed as active.

1	CN(CCc1ccccn1)C1CC(=O)N(c2ccc(Cl)cc2)C1=O (centres undefined)
2	COc1ccc(OC)c(S(=O)(=O)N2CCCCCC2)c1
3	CCOc1ccc(OCC)c(NC(=O)CSc2nc3c(c(=O)n(C)c(=O)n3C)n2C(C)C)c1
4	Cc1nn(CC(=O)Nc2ccncc2)c(C)c1[N+](=O)[O-]
5	COc1ccc2oc(C(=O)OCC(=O)N3CCN(S(=O)(=O)c4ccc(C)cc4)CC3)c(C)c2c1
6	CCCNC(=O)c1ccc(N2CCC3(CC2)CC(c2cccc(Br)c2)=NO3)c(N)c1
7	O=c1c2ccccc2nc(N/N=C/c2c(O)ccc3ccccc23)n1O
8	O=C(c1ccc(F)cc1F)N1CCCN(c2nc(-c3ccccc3)ns2)CC1
entry no.,1,2,3,4,5,6,7,8
XBP1 UPR activ,-2,1,7,-1,-1,-3,-1,-3
UPR CHOP act,1.7,-0.6,-1.3,-0.2,3.2,0.5,1.9,-0.2
tim23-1 inh,23,22,31,8,2,1,2,15
TIM10 inh,4,11,33,-1,6,4,-15,5
tim10-1 inh,41*,30,39,11,-3,39,-12,21
697 NFkB inh,0,1,-29,9,-1,-22,-190,0
Mdm2-MdmX inh,6,1,29,17,16,18,71*,-9
Jurkat NFkB inh,0,-1,-9,0,0,-13,1,11

9	Cn1c(=O)c([N+](=O)[O-])c(NCCCn2ccnc2)c2ccccc21
10	CN(C)S(=O)(=O)c1ccc(C(=O)Nc2ccc(F)cc2F)cc1
11	Cc1cccc(N=Nc2c(C)nn(-c3ccccc3)c2N)c1C
12	CCOc1ccccc1C(=O)NCC(=O)NC(C)c1ccc(-n2ccnc2)cc1 (centres undefined)
13	CC1=C(C(=O)Nc2cccc([N+](=O)[O-])c2)C2(CCC(C)CC2)OC1=O (centres undefined)
14	O=c1c2ccccc2c2ccccc2c(=O)n1Cc1ccco1
15	COc1nc(NCCc2ccc(OC)c(OC)c2)nc(OC)n1
16	CC1(C)C(=O)Nc2ccccc2N1C(=O)CSc1nc(-c2ccccc2)cs1
entry no.,9,10,11,12,13,14,15,16
XBP1 UPR activ,-1,-4,3,-1,-2,-1,0,-1
UPR CHOP act,1.4,-1.7,5.1,0.4,0.9,-0.8,1.1,4.4
tim23-1 inh,-21,19,22,-15,6,6,11,10
TIM10 inh,-15,-2,20,-9,23,13,3,25
tim10-1 inh,-22,4,15,-11,29,25,1,22
697 NFkB inh,16,-2,-54,-3,-2,7,10,16
Mdm2-MdmX inh,21,30,-58,11,-13,-9,-4,-28
Jurkat NFkB inh,-9,-1,-26,10,-6,2,0,-7

17	CC(=O)c1sc(NC(=O)c2oc3ccc(F)cc3c2C)nc1C
18	Cc1cc(NC(=O)c2cc(-c3ccc(O)cc3)on2)no1
19	C/C(=N\NC(=O)CN(c1ccccc1)S(=O)(=O)c1ccccc1[N+](=O)[O-])C(C)(C)C
20	CCc1c(C)nc2ncnn2c1N1CCC(C(=O)NCc2cccs2)CC1
21	Cc1nonc1-c1ccc2c(c1)OCO2
22	O=C(CNC(=O)c1ccc(N2C(=O)c3ccccc3C2=O)cc1)OCC(=O)c1ccc(Cl)cc1
23	CC1(C)CC(=O)C2=C(C1)Nc1ccccc1NC2
24	Cc1ccc2c(c1)NCC(C(=O)NC1CCCCC1)O2 (centres undefined)
entry no.,17,18,19,20,21,22,23,24
XBP1 UPR activ,0,3,-1,7,-2,0,-1,2
UPR CHOP act,3.3,4.0,0.9,-0.6,-1.1,1.2,1.3,0.4
tim23-1 inh,8,20,-9,10,0,3,23,25
TIM10 inh,7,16,4,-4,-14,4,27,16
tim10-1 inh,8,-21,0,5,23,4,30,6
697 NFkB inh,-144,-30,30,4,2,15,-3,-11
Mdm2-MdmX inh,-60,-47,18,-8,-9,8,20,5
Jurkat NFkB inh,-84,-31,11,14,-11,6,12,-12

10 structures from above, sorted by SMILES length, rising:
21	Cc1nonc1-c1ccc2c(c1)OCO2
15	COc1nc(NCCc2ccc(OC)c(OC)c2)nc(OC)n1
18	Cc1cc(NC(=O)c2cc(-c3ccc(O)cc3)on2)no1
17	CC(=O)c1sc(NC(=O)c2oc3ccc(F)cc3c2C)nc1C
20	CCc1c(C)nc2ncnn2c1N1CCC(C(=O)NCc2cccs2)CC1
12	CCOc1ccccc1C(=O)NCC(=O)NC(C)c1ccc(-n2ccnc2)cc1 (centres undefined)
16	CC1(C)C(=O)Nc2ccccc2N1C(=O)CSc1nc(-c2ccccc2)cs1
13	CC1=C(C(=O)Nc2cccc([N+](=O)[O-])c2)C2(CCC(C)CC2)OC1=O (centres undefined)
22	O=C(CNC(=O)c1ccc(N2C(=O)c3ccccc3C2=O)cc1)OCC(=O)c1ccc(Cl)cc1
19	C/C(=N\NC(=O)CN(c1ccccc1)S(=O)(=O)c1ccccc1[N+](=O)[O-])C(C)(C)C
entry no.,21,15,18,17,20,12,16,13,22,19
XBP1 UPR activ,-2,0,3,0,7,-1,-1,-2,0,-1
UPR CHOP act,-1.1,1.1,4.0,3.3,-0.6,0.4,4.4,0.9,1.2,0.9
tim23-1 inh,0,11,20,8,10,-15,10,6,3,-9
TIM10 inh,-14,3,16,7,-4,-9,25,23,4,4
tim10-1 inh,23,1,-21,8,5,-11,22,29,4,0
697 NFkB inh,2,10,-30,-144,4,-3,16,-2,15,30
Mdm2-MdmX inh,-9,-4,-47,-60,-8,11,-28,-13,8,18
Jurkat NFkB inh,-11,0,-31,-84,14,10,-7,-6,6,11

(listing goes on)
25	CCOc1ccccc1N=Nc1c(C)[nH]n(C(N)=S)c1=O
26	CCN(CC(=O)NC(c1ccccc1)c1ccccc1)Cc1nc2ccccc2c(=O)[nH]1
27	CC1C(=O)N2CCCc3cc(S(=O)(=O)Nc4ccccc4F)cc1c32 (centres undefined)
28	COc1ccc(CNc2nc(C)cc(C)c2C#N)cc1
29	COc1ccc(-c2nnc(SCc3ccccc3F)o2)cc1
30	O=C(CSc1nnc(NC(=O)c2ccccc2F)s1)NC1CC1
31	CCOc1cc(C2C(C(=O)OC)=C(C)N=C3SCCC(=O)N32)ccc1OC(C)=O (centres undefined)
32	O=C(NCCO)c1ccc(Oc2ccc(C(F)(F)F)cc2[N+](=O)[O-])cc1
entry no.,25,26,27,28,29,30,31,32
XBP1 UPR activ,12,-1,1,-3,-1,-3,4,-4
UPR CHOP act,35,-2.3,0.3,-3.2,3.2,3.5,-1.5,0.5
tim23-1 inh,45,11,-10,26,22,1,-11,5
TIM10 inh,1,7,10,-13,-2,3,10,0
tim10-1 inh,-17,18,-6,8,17,-6,3,0
697 NFkB inh,-11,-5,22,-12,-204,-2,14,10
Mdm2-MdmX inh,18,3,12,27,-157,-8,28,12
Jurkat NFkB inh,-6,-15,-4,-12,-161,3,11,0

33	c1coc(-c2nc3nc4ccccc4n3nc2-c2ccco2)c1
34	N#Cc1cccc(S(=O)(=O)N2CCN(c3ccnc4cc(Cl)ccc34)CC2)c1
35	O=S(=O)(c1ccc2c(c1)C(O)c1ccccc1CC2)C(F)(F)F (centres undefined)
36	COc1ccccc1/C=N\N=C(\N)c1ccccn1
37	O=C(CCCN1C(=O)/C(=C/c2ccccc2Cl)SC1=S)NNC(=O)c1ccc(Cl)cc1Cl
38	COc1cc(OC)cc(C(=O)Nc2ccc(-c3nc4ccccc4o3)c(O)c2)c1
39	Cc1nc(SCc2cccnc2)[nH]c(=O)c1C
40	O=C(O)c1cc(-c2ccc(/C=N/N3C(=O)C4C5C=CC(CC5)C4C3=O)o2)ccc1Cl (centres undefined)
entry no.,33,34,35,36,37,38,39,40
XBP1 UPR activ,6,-3,2,1,-5,3,-3,-1
UPR CHOP act,-0.3,1.8,3.3,-1.2,-4.7,2.2,-0.5,1.6
tim23-1 inh,16,28,63*,10,0,-7,-4,1
TIM10 inh,-8,15,24,4,-4,-7,2,10
tim10-1 inh,6,22,34,5,10,-72,-8,20
697 NFkB inh,21,26,-7,-113,60*,-3,21,15
Mdm2-MdmX inh,9,31,4,-6,46,-7,7,-10
Jurkat NFkB inh,5,34,8,-88,27,-24,-4,2

41	CC(CP(=O)(O)O)NC(=O)Cc1ccccc1 (centres undefined)
42	CC(O)CNc1nc2ccccc2n1CC(=O)NCC(F)(F)F (centres undefined)
43	Cc1nc(SCC(=O)c2cccs2)c2oc3ccccc3c2n1
44	Cc1cc(F)c(F)c(C(=O)N2CCN(C)CC2)c1Cl
45	C=CCNC(=S)Nc1cccc2[nH]ncc12
46	CC(C)CC(COCc1ccc(Cl)cc1)N1CCN(C(=O)c2ccc(Cl)cc2Cl)CCC1=O (centres undefined)
47	Cc1oc(-c2cc(F)cc(F)c2)nc1CN1CCSCC1
48	O=C(NC(NC(=S)Nc1ccc(Cl)cc1)C(Cl)(Cl)Cl)c1ccco1 (centres undefined)
entry no.,41,42,43,44,45,46,47,48
XBP1 UPR activ,-1,-1,9,1,-2,1,-3,0
UPR CHOP act,-0.6,1.1,4.3,0.9,1.4,1.6,2.0,5.4
tim23-1 inh,23,8,39,9,13,32,12,3
TIM10 inh,-10,-19,5,10,-3,5,-5,3
tim10-1 inh,1,3,5,6,7,31,11,8
697 NFkB inh,-3,16,-40,-2,-5,-2,-13,15
Mdm2-MdmX inh,6,-9,-71,-12,16,32,-22,26
Jurkat NFkB inh,-4,-2,-56,9,-17,14,5,7

49	CCNC(=S)N(CCCN(C)C)Cc1cc2cc3c(cc2[nH]c1=O)OCCO3
50	CCN1C(=O)c2cccc3c(S(=O)(=O)Nc4nc(C)cs4)ccc1c23
51	Cn1c(SCC(=O)NCC2CCCO2)ncc(C(=O)Nc2ccc(F)cc2)c1=O (centres undefined)
52	O=C(O)c1ccccc1C(=O)Nc1nc(-c2ccccc2)cs1
53	Cc1cc(OCc2nc(-c3ccncc3)no2)cc(C)c1Cl
54	CCC(=O)c1ccc(O)cc1
55	NC(=O)C1CCN(C(=O)COc2ccc(S(=O)(=O)NC3CCCC3)cc2)CC1
56	N/C(Cc1ccc([N+](=O)[O-])cc1)=N\OC(=O)CC1CCCCC1
entry no.,49,50,51,52,53,54,55,56
XBP1 UPR activ,-5,2,-5,-3,-1,-6,-3,-4
UPR CHOP act,0.3,-5.0,21,1.1,-1.9,-0.6,1.8,1.1
tim23-1 inh,9,24,26,0,-5,0,4,79*
TIM10 inh,-8,-4,22,3,12,4,9,86*
tim10-1 inh,8,12,34,-8,8,-11,2,65*
697 NFkB inh,7,25,13,18,-14,-8,-15,-5
Mdm2-MdmX inh,9,73*,11,14,1,-16,-3,27
Jurkat NFkB inh,-11,4,-4,2,-7,-1,-15,-1

57	COc1ccc(S(=O)(=O)N2CCCC2C(=O)NCc2ccccc2Cl)cc1 (centres undefined)
58	COc1ccc(NC(=O)CSc2nc3c(c(=O)n(C)c(=O)n3C)n2C)c(OC)c1
59	Brc1ccc(-c2csc(/N=C/N3CCCC3)n2)cc1
60	O=C1NC(NS(=O)(=O)c2ccccc2)(C(F)(F)F)C(=O)N1c1ccc(F)cc1 (centres undefined)
entry no.,57,58,59,60
XBP1 UPR activ,-1,-1,-1,1
UPR CHOP act,2.7,0.0,5.6,-1.5
tim23-1 inh,15,9,17,3
TIM10 inh,14,-6,8,6
tim10-1 inh,16,18,24,8
697 NFkB inh,7,-22,-55,5
Mdm2-MdmX inh,25,-11,-17,-17
Jurkat NFkB inh,-8,-1,-50,-3
